CCT chaperon mod – High-Throughput Screening for Modulators of Cytosolic Chaperonin Activity; purified chaperonin ATPase assay, HTRF ADP detection, 30 min; activity change, % (test concentration not listed), hits read low; 0.3% of 360,000 active; in the data active = activity change below about -30%; also: % is scaled to controls: 0 for no effect and ±100 for the full control effect
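TRiC at 40 or 20 nM final (batch-dependent) in 30 mM Tris pH 7.4, 100 mM KCl, 5 mM MgCl2, 1 mM DTT, with compound at single 76 uM and 10 uM ATP, 30 min at 37 deg C. ADP detected by HTRF Transcreener, 665/615 ratio.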
TGFb SMAD3 inh – qHTS for Inhibitors of TGF-b. HepG2 CAGA-GFP TGF-b/SMAD3 reporter, GFP fluorescence, 18 h; TGF-beta stimulated, 500 pg/mL final. Potency, µM (titrated, usually from 46.1 µM), inactives show top-dose activity, negative = inhibition, usual class: inhibitors. 1.2% of 410,000 active. AID 588855, 2011; also: potency is read from the fitted curve at half-maximal effect; % is scaled to controls: 0 for no effect and ±100 for the full control effect; nearly all actives have a fitted effect of over 65% in size
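Smad-responsive CAGA-GFP expression was quantified in HEPG2 cells exposed to compounds and 500 pg/mL final TGF-beta for 18 h at 37 degrees C; unstimulated wells defined full inhibition.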
Nrf2 ARE act – qHTS of Nrf2 Activators; AREc32 ARE-luciferase reporter (MCF7-derived line), luminescence, 24 h; Potency, µM (doses to about 46.1 µM), for the others: at the highest dose activation, usual class: activators; 0.31% of 410,000 active; AID 624171, 2012; also: potency is read from the fitted curve at half-maximal effect; % of control where 0% means no effect; nearly all actives have a fitted effect of over 65% in size
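Luciferase luminescence (Steady-Glo, 30 min at room temperature) served as the read-out of ARE activation in AREc32 cells treated with compounds for 24 hr at 37 deg C.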
Abeta yeast res – qHTS for compounds that reverse cellular toxicity of Amyloid beta (A-beta) peptide in yeast: Primary Screen; 0.063% of 410,000 active; yeast expressing A-beta42, growth rescue, OD600, 48 h; response scale: 0% DMSO, 100% iron-clioquinol control; Potency, µM (titrated, usually from 46.1 µM), inactives show at the highest dose growth rescue, hits mostly activators; AID 1347071, 2019; also: potency is read from the fitted curve at half-maximal effect; nearly all actives have a fitted effect of over 55% in size
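Yeast growth medium received pinned compounds, then yeast cells expressing toxic A-beta were added; plates incubated at 30 C for 48 hr. Growth read as absorbance at 600 nm, normalized to DMSO and equimolar FeCl3 plus clioquinol controls.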
Akt phos inh – HTS Assay for Inhibitors of Akt Phophorylation: Primary Screen. AID 651550, 2012. Neuro2A IGF-stimulated pAkt S473 HTRF, 20 min; hits give low values. activity change, % for hits at 50 µM. 0.32% of 360,000 active; in the data active = activity change below about -80%; inconclusive = mostly about -51% to -80%; also: % is scaled to controls: 0 for no effect and ±100 for the full control effect
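Neuro2A cells (4,500/well, DMEM with 0.5% FBS) were treated with compound at a single 50 µM final concentration, stimulated with 6 nM IGF for 20 min at 37 °C, and lysed. Phospho-Akt Ser473 was read by HTRF as 665/615 ratio ×10^4.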
HepG2 tox – qHTS for Inhibitors of TGF-b: Cytotox Counterscreen | HepG2 CAGA-GFP viability, ATP luminescence, 18 h | Potency, µM (highest dose often 46.1 µM), for inactives: top-dose activity change, negative = cytotoxicity, most hits filed as cytotoxic | 0.76% of 410,000 active | AID 588856, 2011; also: potency is read from the fitted curve at half-maximal effect; some results filed as inactive show a strong effect at the top dose
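HepG2 CAGA-GFP cells (1000/well, DMEM with 1% FBS) received compound, then TGF-beta at 500 pg/mL final, and were incubated 18 hours at 37 degrees C. Viability was read by CellTiter-Glo luminescence. Media-only wells were set as complete cell-killing and DMSO as no toxicity.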
A549 tox – Nrf2 qHTS screen for inhibitors: counterscreen for cytotoxicity. A549 ARE-Fluc cells, CellTiter-Fluor viability, 18-24 h. Potency, µM (series often up to 46 µM), for inactives: at the top dose activity change, negative = cytotoxicity, usual class: inhibitors. 0.16% of 390,000 active. AID 504648, 2011; also: potency is read from the fitted curve at half-maximal effect; % is scaled to controls: 0 for no effect and ±100 for the full control effect
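Cytotoxicity counterscreen: CellTiter-Fluor fluorescence was measured in A549 ARE_Fluc cells after 18-24 h of compound exposure in a concentration series. The subsequent BugLite luminescent read reports ARE-luciferase activity.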
MmCpn inh – Inhibitors of TCP-1 ring complex (TRiC) of Methanococcus maripaludis (MmCpn): qHTS. 0.031% of 330,000 active. Potency, µM (doses to about 76.9 µM), for the others: at the highest dose activity, negative = inhibition, actives largely listed as inhibitors. AID 504842, 2011. purified Mm-Cpn ATPase, ADP Transcreener TR-FRET; also: potency is read from the fitted curve at half-maximal effect; % is scaled to controls: 0 for no effect and ±100 for the full control effect; nearly all actives have a fitted effect of over 80% in size
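Inhibition of chaperonin ATP hydrolysis is measured as reduced ADP production, detected by competitive TR-FRET in which signal falls with ADP. Final enzyme 25 nM and ATP 10 uM, reacted 30 min at 37°C.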
Nrf2 block – Nrf2 qHTS screen for inhibitors; A549 ARE-Fluc reporter, luciferase luminescence, 18-24 h; 2.1% of 360,000 active; AID 504444, 2011; Potency, µM (doses to about 46 µM), inactives show at the highest dose activity change, negative = inhibition, usual class: inhibitors; also: potency is read from the fitted curve at half-maximal effect; % is scaled to controls: 0 for no effect and ±100 for the full control effect; nearly all actives have a fitted effect of over 60% in size
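A549 ARE_Fluc cells, 5000/well, 5% FBS OPTI-MEM; compounds in dose-response, 18-24 h at 37 °C/5% CO2; CellTiter-Fluor viability read (Ex 405/Em 525), then BugLite luciferase luminescence = Nrf2 activity.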
* = called active by the depositor; i = inactive; ? = inconclusive; nt = not tested or not shown; & = joins results of further samples; [ ] = remark or other dose. Unless noted, calls follow the shape of the dose curve; as a rule, active = well fitted curve in the direction sought with a large enough effect; inconclusive = small, poorly fitted or top-dose-only effect, or another doubt; inactive = no such curve, though single readings can be large; an effect the other way counts as inactive or inconclusive.

Key to letters – A = CCT chaperon mod; B = TGFb SMAD3 inh; C = Nrf2 ARE act; D = Abeta yeast res; E = Akt phos inh; F = HepG2 tox; G = A549 tox; H = MmCpn inh; I = Nrf2 block
Molecule: COc1ccc(N(C)C(=O)c2onc3c2CCCC3)cc1
  A = -0.3; B = 5%; C = 0.0%; D = 8%; E = i; F = -33%; G = 0%; H = -2%; I = 12%

Molecule: COc1ccccc1CN1CCN(C(=O)c2ccncc2)CC1
  A = -0.8; B = 17%; C = -0.5%; D = -8%; E = i; F = -2%; G = -4%; H = -1%; I = 0%

Molecule: CCOC(=O)N1CCN(S(=O)(=O)CCNC(=O)c2ccc(OC)cc2)CC1
  A = -1.1; B = -2%; C = 0.3%; D = -7%; E = i; F = 1%; G = -1%; H = -1%; I = 11%

Molecule: CCOC(=O)c1c(C)n(C)c2c(C)cc(O)c(OC(C)=O)c12
  A = -0.6; B = 3%; C = 0.0%; D = -45%[inhibitor]; E = i; F = 8%; G = 0%; H = 4%; I = 17%

Molecule: CCOC(=O)c1cnc(SCC)[nH]c1=O
  A = 0.2; B = 9%; C = -0.4%; D = 1%; E = i; F = 27%; G = -1%; H = -1%&0%; I = nt

Molecule: Cn1c(=O)c(=O)n(C)c2cc(S(=O)(=O)N3CCOCC3)ccc21
  A = -0.7; B = -1%; C = -0.7%; D = 24%; E = i; F = -2%; G = -2%; H = -2%; I = 22%

Molecule: COc1ccc(Cl)cc1C(=O)NNC(=O)CSc1nnc2ccccn12
  A = -3.4; B = 2%; C = 0.1%; D = 6%; E = i; F = 16%; G = 6%; H = 1%; I = 0%

Molecule: COc1cccc(CNc2nc3nc(C)cc(=O)n3[nH]2)c1
  A = 1.8; B = 6%; C = -0.1%; D = 11%; E = i; F = -3%; G = -7%; H = 2%; I = 3%

Molecule: COc1ccc(S(=O)(=O)N2CCN(CC(=O)Nc3ccccc3Cl)CC2)cc1
  A = -0.5; B = 1%; C = -0.1%; D = 7%; E = i; F = 2%; G = -7%; H = -2%; I = -15%

Molecule: Cc1cc(O)c2c(CN3CCN(Cc4ccccc4)CC3)cc(=O)oc2c1
  A = 0.5; B = ?; C = 3.1%; D = 7%; E = i; F = -29%; G = -13%; H = 0%; I = -20%

Molecule: COc1ccc(NS(=O)(=O)c2ccc3nc(COc4ccc5ccccc5c4)[nH]c3c2)cc1
  A = -0.6; B = ?; C = 2.4%; D = -4%; E = i; F = -23%; G = -12%; H = -6%; I = ?

Molecule: S=c1[nH]cnc2sc(Nc3ccccc3)nc12
  A = 1.6; B = 1%; C = -0.5%; D = 0%; E = i; F = 11%; G = 9%; H = ?; I = ?

Molecule: CCOC(=O)c1sc(NC(=O)C(CC)Sc2nnc3c4ccccc4n(C(C)C)c3n2)nc1C (stereo unspecified)
  A = 0.8; B = 6%; C = -0.4%; D = 3%; E = i; F = -5%; G = 0%; H = -1%; I = -1%

Molecule: C[C@H](O)[C@@H]1C(=O)N2CCc3ccc(N4CCN(C)CC4)cc3[C@@H]2C[C@@H]1N(C)C(=O)NC1CCCCC1
  A = 1.3; B = -2%; C = 0.7%; D = 5%; E = i; F = 1%; G = -2%; H = nt; I = 15%

Molecule: C=CCNC(=S)NN=C1CCCCCCC1
  A = -0.8; B = ?; C = 6.1%; D = 8.9µM*; E = i; F = -29%; G = 3%; H = -3%; I = 2%

Molecule: CC(C)Cn1c(N)c(C(=O)CSc2ccc3c(c2)OCCO3)c(=O)n(C)c1=O
  A = 0.4; B = -1%; C = 0.3%; D = 17%; E = i; F = -20%; G = -29%; H = -1%; I = 0.65µM*

Molecule: Cc1ccc(-n2c(SCC(=O)Nc3ccc(N4CCOCC4)cc3)nc3ccccc3c2=O)cc1
  A = -1.6; B = -6%; C = -0.1%; D = 9%; E = i; F = -22%; G = -20%; H = 0%; I = -15%

Molecule: COc1cc(OC)c2c(-c3ccccc3)cc(=O)oc2c1C(CCN1CCCCC1)c1ccc2c(c1)OCO2 (stereo unspecified)
  A = 0.2; B = ?; C = -2.7%; D = 3%; E = i; F = -26%&-101%; G = -2%&-6%; H = -1%; I = 11%&16%

Molecule: CC(C)OC(=O)/C(=C/c1ccco1)c1ccccc1
  A = 0.2; B = 4%; C = 5.4%; D = -9%; E = i; F = 4%; G = 1%; H = -1%; I = 11%

Molecule: O=C1C=CN2CCCCC2CC1 (stereo unspecified)
  A = 2.0; B = 1%; C = 0.6%; D = 3%; E = i; F = -5%; G = -2%; H = 0%; I = ?

Molecule: COc1cccc(NC(=O)CSc2nc3ccsc3c(=O)n2-c2ccc(C(=O)O)cc2)c1
  A = -1.3; B = 9%; C = -0.6%; D = 1%; E = i; F = 3%; G = -8%; H = 1%; I = -13%

Molecule: O=C(COC(=O)CCSc1ccc(Cl)cc1)NCc1ccco1
  A = -1.3; B = 3%; C = 0.3%; D = -17%; E = i; F = 4%; G = 2%; H = ?; I = 22%

Molecule: Cc1nn(C)c(C(=O)NNC(=S)NC2CCCCC2)c1Br
  A = 1.3; B = -19%; C = -0.5%; D = -1%; E = i; F = -11%; G = -7%; H = 1%; I = 26%

Molecule: NC(=O)c1ccccc1NC(=O)CS(=O)(=O)Cc1ccccc1
  A = -23; B = ?; C = -0.6%; D = -12%; E = i; F = 14%; G = 1%; H = 1%; I = 3%

Molecule: Cc1ccc(OCCC(=O)Nc2ccc(F)c(F)c2)cc1
  A = -2.5; B = ?; C = 0.3%[9.22 µM]; D = 3%; E = i; F = 5%; G = 1%; H = -1%; I = 5%

Molecule: CCCCCCOc1ccc(/C(N)=N/O)cc1
  A = -2.1; B = -23%; C = 3.3%; D = -25%; E = i; F = -1%; G = -16%; H = -1%; I = ?

Molecule: CCCCN(CCCC)C(=O)c1cc2c(=O)n3cccc(C)c3nc2s1
  A = nt; B = 2%; C = 8.2%; D = -8%; E = nt; F = -2%; G = 2%; H = nt; I = -42%

Molecule: Cn1c(=O)c2c(-c3ccccc3)n3c(c2n(C)c1=O)C(c1ccc([N+](=O)[O-])cc1)Nc1ccccc1-3 (stereo unspecified)
  A = nt; B = -6%; C = 0.6%; D = -19%; E = nt; F = -14%; G = 4%; H = nt; I = 1%

Molecule: COCCNC(=O)CSc1nc2ccccc2c(=O)n1CCC(=O)NCCc1ccc(OC)c(OC)c1
  A = -1.3; B = 12%; C = -0.2%; D = 3%; E = i; F = 0%; G = -2%; H = -1%; I = -9%

Molecule: CCOC(=O)c1sc(NC(=O)c2ccccc2)cc1C
  A = -1.0; B = -14%; C = -0.8%; D = -21%; E = i; F = -58%; G = nt; H = -22%; I = -12%

Molecule: CCC1(C)NC(=O)N(CC(=O)Nc2sc3c(c2C(=O)OC)CCCCC3)C1=O (stereo unspecified)
  A = -2.7; B = -11%; C = 5.0%; D = -7%; E = i; F = -14%; G = 1%; H = -1%; I = ?

Molecule: COC(=O)N(C)C[C@H]1OCc2cnnn2CCCC(=O)N([C@@H](C)CO)C[C@@H]1C
  A = -1.7; B = -6%; C = -0.2%; D = -4%; E = i; F = -18%; G = nt; H = nt; I = nt

Molecule: COc1ccc(CN2CCN(Cc3cccc4nonc34)CC2CCO)c(C)c1C (stereo unspecified)
  A = -1.2; B = ?; C = -0.3%; D = 17%; E = i; F = -22%; G = 10%; H = -6%; I = 5%

Molecule: O=C(NCCCSc1ccccc1)c1cc(Br)ccc1O
  A = -1.1; B = ?; C = 0.3%; D = -93%[inhibitor]; E = i; F = -38%; G = 1%; H = -1%; I = -5%

Molecule: COC(=O)[C@]1(Cc2ccccc2)N[C@H](c2ccc(-c3cccc(Cl)c3)c(OC)c2)[C@@H]2C(=O)N(C)C(=O)[C@@H]21
  A = -0.3; B = -5%; C = 0.6%; D = 4%; E = i; F = -49%; G = -1%; H = nt; I = ?

Molecule: CC1(C)CC2C1CCC1(O)CC2(C)CCC1N(O)c1ccc(C(=O)NCCO)cn1 (stereo unspecified)
  A = 0.9; B = -25%; C = -0.2%; D = -17%; E = i; F = -39%; G = -4%; H = 0%; I = ?

Molecule: CCOc1cc(/C=C/C(=O)O)ccc1OCCOc1ccccc1
  A = -4.3; B = 2%; C = 1.4%; D = -25%; E = i; F = -17%; G = 3%; H = 0%; I = ?

Molecule: CCN(CC)CCCOC(=O)c1ccc(OC)cc1O
  A = -18; B = 4%; C = 0.8%; D = 1%; E = i; F = -1%; G = 3%; H = 0%; I = ?

Molecule: CCOc1ccc(NC(=O)Cc2ccc(NC(=O)N3CCCCc4ccccc43)cc2)cc1
  A = nt; B = 3%; C = -0.9%; D = -16%; E = nt; F = -15%; G = 2%; H = nt; I = -20%

Molecule: CCCCCCC(=O)Nc1cc2nc3c(nc2cc1C)c(=O)n(C)c(=O)n3C
  A = nt; B = -2%; C = -0.4%; D = -6%; E = nt; F = 4%; G = 0%; H = nt; I = ?

Source: PubChem BioAssay
